GC-A act – GC-A (human) enzyme activation; P16066; HEK293 GC-A cells, cGMP TR-FRET, EC30 ANP; 0% at EC30 ANP, 100% saturating ANP; activation, % at 10 µM; 0.14% of 370,000 active; AID 1671463; in the data active = activation above about 40%
SMARCA2 act – SMARCA2 function activation, primary screen; MG213 cells, MMTV-luciferase reporter, dexamethasone, overnight; activation, % at 9.1 µM; 1% of 370,000 active; in the data active = activation above about 7.8%;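 note: 0% = vehicle wells and 100% = reference activator wells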
sPLA2-III inh – Blocks human group III sPLA2 activity. Q9NZ20. AID 743126. QFRET BODIPY PC-A2 liposome hydrolysis, fluorescence. 0.56% of 370,000 active. inhibition, % at 12.2 µM;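 active = inhibition above mean plus 3 SD of compounds lying within the high and low control bounds, cut at about 19% in these data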;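 note: 0% = median of test compound wells and 100% = no enzyme DMSO wells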
Target sequence (Q9NZ20 whole entry, looked up): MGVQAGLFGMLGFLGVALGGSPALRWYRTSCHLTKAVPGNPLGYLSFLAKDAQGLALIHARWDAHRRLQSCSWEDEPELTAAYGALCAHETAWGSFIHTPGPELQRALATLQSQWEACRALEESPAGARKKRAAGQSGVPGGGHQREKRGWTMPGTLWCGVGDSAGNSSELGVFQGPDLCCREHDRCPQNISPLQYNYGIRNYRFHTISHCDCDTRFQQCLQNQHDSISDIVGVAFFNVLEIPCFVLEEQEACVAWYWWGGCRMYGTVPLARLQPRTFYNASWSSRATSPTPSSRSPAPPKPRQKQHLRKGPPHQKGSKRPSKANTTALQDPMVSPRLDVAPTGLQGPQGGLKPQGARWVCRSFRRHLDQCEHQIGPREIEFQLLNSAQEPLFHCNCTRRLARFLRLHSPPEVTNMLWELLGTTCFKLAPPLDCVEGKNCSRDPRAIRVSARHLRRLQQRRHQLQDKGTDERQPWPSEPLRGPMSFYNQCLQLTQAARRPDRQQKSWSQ
GAA850 FXN act – increases GAA850 frataxin promoter reporter activity | HEK293 lucGAA850 FXN promoter luciferase reporter, 24 h; percent of 10 µM SAHA response | activation, % at 6 µM | 0.56% of 360,000 active | AID 540364;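 active = activation above the average of all compounds screened plus 3 SD, cutoff fixed separately per campaign, cut at about 7.5% in these data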;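 note: 0% = DMSO wells and 100% = 10 µM SAHA wells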
DAX1 inh-1 – inhibitors of human orphan nuclear receptor DAX1 (NR0B1); P51843; HEK293 Gal4-DAX1 luciferase reporter, luminescence; inhibition, % at 6.75 µM; 0.99% of 340,000 active; AID 504766;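 active = inhibition above the mean over all tested compounds plus 3 SD, cut at about 4.2% in these data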;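 note: 0% = DAX1-transfected cells with DMSO and 100% = empty-vector control cells with DMSO; inhibition shows as a rise in luminescence from relieved DAX1 repression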
hgDAF-12 ag – agonists of H. glycines DAF-12 nuclear receptor. HEK293 GAL4-hgDAF12 UAS-luciferase reporter, agonist luminescence; normalized to butyrate control. activation, % at 6.8 µM. 1.8% of 370,000 active;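 active = activation above a cutoff set at the mean of all screened compounds plus 3 SD, cut at about 10% in these data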;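 note: 0% = DMSO wells and 100% = sodium butyrate wells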
hcDAF-12 act – H. contortus DAF-12 activation, primary screen | AID 652067 | activation, % at 6.8 µM | 1.4% of 370,000 active | HEK293 hcDAF-12 lit1-tk-luc reporter, luminescence; 0% DMSO, 100% Δ7-dafachronic acid;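 active = activation above the mean of all tested compounds plus 3 SD, cut at about 5.5% in these data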;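 note: 100% = response to 3 µM Δ7-dafachronic acid high control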
ssDAF-12 act – S. stercoralis DAF-12 activation, primary screen | HEK293 ssDAF-12/GRIP1 lit1-tk-luc reporter, luminescence; % of 3 µM dafachronic acid response | activation, % at 6.8 µM | 1% of 370,000 active | AID 652126;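 active = activation above the mean over all tested compounds plus 3 SD, cut at about 0.9% in these data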;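 note: 0% = DMSO-only wells and 100% = 3 µM delta7-dafachronic acid wells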
ADAM10 inh – inhibits human ADAM10; 0.62% of 370,000 active; O14672; inhibition, % at 7 µM; recombinant ADAM10, EDANS/DABCYL FRET peptide cleavage, 3 h; AID 720582;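 active = inhibition above a per-campaign cutoff equal to the mean of compounds falling between control-based bounds plus 3 SD, cut at about 20% in these data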;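 note: 0% = DMSO wells while the 100% control is not disclosed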
Target sequence (O14672 214-748 limits assumed): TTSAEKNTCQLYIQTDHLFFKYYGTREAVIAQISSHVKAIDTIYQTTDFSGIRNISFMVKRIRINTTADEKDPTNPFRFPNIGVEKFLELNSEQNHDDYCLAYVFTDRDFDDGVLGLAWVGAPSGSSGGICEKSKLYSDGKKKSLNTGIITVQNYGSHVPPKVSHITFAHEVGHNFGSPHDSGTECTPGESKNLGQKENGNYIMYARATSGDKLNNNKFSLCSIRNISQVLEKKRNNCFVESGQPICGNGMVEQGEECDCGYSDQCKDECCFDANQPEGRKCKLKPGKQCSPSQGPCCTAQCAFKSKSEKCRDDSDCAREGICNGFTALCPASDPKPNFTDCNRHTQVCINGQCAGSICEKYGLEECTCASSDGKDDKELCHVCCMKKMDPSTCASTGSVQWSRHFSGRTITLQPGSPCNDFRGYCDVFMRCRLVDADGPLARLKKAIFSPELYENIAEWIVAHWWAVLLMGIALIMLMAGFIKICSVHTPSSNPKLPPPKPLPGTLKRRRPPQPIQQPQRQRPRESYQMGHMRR
GC-B act – GC-B (human) receptor activation. P20594. HEK293-GC-B cells, CNP EC30, cGMP TR-FRET; 0% at EC30 CNP, 100% saturating CNP. 0.11% of 370,000 active. activation, % at 10 µM. AID 1920062;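 active = activation at 10 µM reaching about 35% in either raw or pattern-adjusted values, limit read from the data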
DAX1 inh-2 – inhibitors of DAX1 repression of SF-1 activated StAR promoter; HEK293T StAR-luciferase reporter, SF-1/DAX-1 repression relief; inhibition, % at 6.8 µM; 1.1% of 370,000 active; AID 652010;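 active = inhibition above the mean over all tested compounds plus 3 SD, cut at about 3.6% in these data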;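 note: 0% = DAX-1 cells with DMSO and 100% = cells lacking DAX-1 with DMSO; higher inhibition means more luminescence from relief of DAX-1 repression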
An asterisk follows results filed as active; · = no result given.

SMILES	GC-A act	SMARCA2 act	sPLA2-III inh	GAA850 FXN act	DAX1 inh-1	hgDAF-12 ag	hcDAF-12 act	ssDAF-12 act	ADAM10 inh	GC-B act	DAX1 inh-2
COc1cccc(-c2oc3c(c2-c2ccc(Br)nc2)C(O)CCC3)c1 (stereo not given)	5	-7	-8	·	·	1.2	0.6	-1.1	-28	3	-0.7
CC(CCc1ccccc1)NC(=O)COC(=O)C1=COCCO1 (stereo not given)	-2	1	4	-0.8	0.2	-0.3	1.2	-1.4	0	-4	-0.2
Cn1c(CBr)c(C(=O)c2ccc([N+](=O)[O-])cc2)c(=O)n(C)c1=O	1	-3	22*	-1.6	1.7	-1.2	-0.3	-1.2	-10	-1	0.0
CCOC(=O)Cc1c(Sc2ccccc2)c2ccccc2n1C	-3	-1	-9	3.3	-1.1	-2.7	-1.4	-1.3	9	-5	-0.7
COC(=O)c1ccc(/C=C/c2ccc3cccc(OC(C)=O)c3n2)cc1	3	5	10	2.6	0.6	12*	1.6	0.2	0	-3	3.1
CCOc1ccc2c(c1)C(N(CCN1CCOCC1)C(=O)Nc1ccc(OC)cc1OC)CC(C)(C)O2 (stereo not given)	-13	-3	6	-0.2	2.5	-1.4	0.3	-1.3	-11	-8	-0.2
NS(=O)(=O)c1cc(C(=O)OC2CCOC2=O)ccc1Cl (stereo not given)	2	0	-1	3.0	0.4	1.3	-1.0	-0.9	-5	2	1.1
COC(=O)c1cn(C(=O)c2cccs2)c2ccccc12	-5	-4	3	-2.1	0.1	0.1	-0.6	-1.4	6	-1	-0.3
Nc1c(C(=O)Nc2ccc(S(=O)(=O)N3CCCC3)cc2)sc2nc3cc4c(cc3cc12)CCC4	2	-2	-15	2.6	-2.6	1.9	4.4	0.2	-210	-1	0.3
CC1CCCC(C)N1C(=O)COc1ccc(C(=O)N/N=C/c2ccc(C(=O)O)cc2)cc1 (stereo not given)	-4	0	2	2.1	-0.4	1.1	-2.0	-1.5	2	6	-0.4
CNS(=O)(=O)c1ccc(NC(=O)C(CCSC)NC(N)=O)cc1 (stereo not given)	0	0	2	-1.6	2.9	0.7	1.1	0.0	9	0	-0.4
CC1(C)COC(c2coc3ccccc3c2=O)OC1	3	0	12	6.0	1.2	9.2	2.1	-0.1	2	5	1.3
COc1ccc(C2CC(c3ccc(OC)cc3)n3nc(N)nc3N2)cc1 (stereo not given)	-1	0	1	1.1	2.5	1.1	-2.3	-1.4	-149	-6	-0.4
Cc1cc(C)n(-c2ccc(NC(=O)C3CCN(Cc4ccccn4)CC3)cc2)n1	5	-2	-1	3.7	0.2	-1.0	0.8	-1.2	-1	8	-0.5
CCC(C)C(NC(=O)c1ccc(Cl)cc1)C(=O)O (stereo not given)	2	0	-1	-0.3	-0.7	1.7	0.0	-0.9	1	3	-0.1
CCn1cc(C(=O)OC(C)C(=O)Nc2c(C)n(C)n(-c3ccccc3)c2=O)c(=O)c2ccc(C)nc21 (stereo not given)	1	0	5	3.5	0.5	-2.5	-1.7	-1.0	8	-6	0.1
COc1ccc(C)cc1S(=O)(=O)N1CCOCC1	3	-1	2	0.2	·	3.2	0.3	-0.1	-4	6	0.0
O=C(NCc1ccc(F)cc1)C1CCC(=O)N1C1CCCCC1 (stereo not given)	1	-1	4	1.5	-0.9	3.2	-2.2	-1.4	-5	-5	0.2
O=C1CC(c2ccccc2)CC(O)=C1C=NCCN1CCNCC1 (stereo not given)	-1	1	1	3.1	-0.1	-0.2	-0.1	-1.2	-11	8	0.8
COc1ccc(-c2ccc(SCC(=O)NCC3CCCO3)nn2)cc1OC (stereo not given)	2	-1	3	4.1	-0.3	0.6	1.4	0.3	-5	2	0.3
Cc1ccc(S(=O)(=O)OCCC2=CC(=O)CCN2Cc2ccccc2)cc1	-1	-1	-2	0.6	-0.3	1.5	-0.5	-1.2	-1	0	-0.7
CCCCSC1(SCCCC)N=C(N)C2(C#N)C(c3ccccc3)NC(C)=CC12C#N (stereo not given)	-9	0	5	0.2	0.0	0.6	1.4	-0.9	-227	-1	-0.3
CC(=O)c1cccc(NC(=O)C2CCN(C(=O)c3cccs3)CC2)c1	-3	0	4	1.1	0.4	-2.4	-0.1	-0.9	-14	-6	0.0
CCCNC(=O)c1ccccc1NC(=O)Cc1ccc(OC)c(S(=O)(=O)N2CCOCC2)c1	5	-2	11	-0.5	-1.3	-2.1	-2.8	-0.8	-17	3	-1.8
N#Cc1ccc(S(=O)(=O)N2CCCCC2c2cc(C(=O)NCc3cccnc3)no2)cc1 (stereo not given)	-1	-5	6	0.1	·	-2.9	-1.3	-1.3	-13	-1	-1.4
CCOc1ccc(-n2nc(C(=O)NC3CCCCC3)c3ccccc3c2=O)cc1	0	-3	4	0.0	0.7	-3.3	3.0	-0.3	0	1	-0.3
CC(=O)c1ccc2c(c1)C1C=CCC1C(C(=O)O)N2 (stereo not given)	-12	-2	-11	2.6	·	0.5	-1.4	-0.5	11	-3	0.3
CCOc1cccc(/C=N/NC(=S)NCCN2CCOCC2)c1O	7	-4	19	-3.6	-1.2	-4.1	-0.2	-1.2	-134	4	-1.7
CN(Cc1ccccc1)C(=O)CN1CCN(S(=O)(=O)c2ccc(Cl)c(Cl)c2)CC1	0	-2	-9	1.1	-0.6	1.2	-1.1	-1.0	2	-6	-0.3
O=[N+]([O-])c1ccc(/C=N/Nc2nc(N3CCCCC3)nc(N3CCCCC3)n2)cc1	-1	-3	-1	0.3	-0.2	1.0	2.0	-0.9	-3	0	0.2
N#CC1=C(N)Oc2cc(N)ccc2C1c1ccc(F)cc1 (stereo not given)	16	-2	0	-0.3	0.1	-0.5	1.6	-1.8	-56	9	-0.2
O=P(Cc1ccccc1)(c1ccccc1)c1ccccc1	-4	-1	-4	-0.7	0.1	1.7	-1.6	-1.1	2	-3	-0.2
CCSc1ccccc1C(=O)Nc1nc2ccccc2c(=O)[nH]1	-5	-6	-1	-0.6	-0.4	-1.1	-0.5	-1.1	-13	-3	0.6
CC1(C)CC(=O)c2cc(N=C/C(C(=O)c3ccccc3)=C(\O)c3ccccc3)c(=O)oc2C1	-4	1	-2	2.4	5.1*	14*	1.3	0.1	-6	-4	0.6
COc1ccc(C)cc1NC(=O)CSc1nnc(-c2cc(C)[nH]n2)n1N	-1	-2	5	-0.3	0.1	-1.5	0.0	-0.9	-9	3	-0.4
CCC(C)(C)NC(=O)C(OC(=O)c1ccco1)c1ccc(OC)cc1 (stereo not given)	-1	-2	-5	1.0	0.1	-0.1	-2.0	-1.3	-2	-2	0.1
O=C(CSc1ccccc1)NCC(c1ccco1)N1CCCCC1 (stereo not given)	-1	1	1	0.0	-0.2	4.5	0.1	-1.2	-6	6	1.7
O=C(Nc1ccccc1)NC1CCN(CCCN2C(=O)c3ccccc3C2=O)CC1	-2	0	-5	3.7	0.1	2.0	0.6	-0.8	1	3	0.4
COc1ccc(CCn2cnc3nc4ccc(Cl)cc4cc3c2=O)cc1OC	0	-2	-1	·	·	-1.7	5.5	0.1	-6	-2	-1.3
CCCCN(CCCC)CCCNC(=O)C1CC(c2ccc(C(F)(F)F)cc2)=NO1 (stereo not given)	0	0	13	-0.5	0.2	0.3	-1.0	-1.1	-1	-2	-0.2
CC(C)C(NC(=O)c1ccc(S(=O)(=O)N2CCOCC2)cc1)c1nc2ccccc2[nH]1 (stereo not given)	-1	6	-1	-1.2	0.9	0.0	-1.0	-0.2	0	0	-0.3
COCCN(CCOC)C(=O)CN1C(=O)NC2(CCCc3sccc32)C1=O (stereo not given)	4	5	-1	1.9	1.0	1.1	-0.7	-1.1	0	0	0.0
CSc1ccccc1C(=O)C1CCCN(S(=O)(=O)N(C)C)C1 (stereo not given)	0	1	3	4.5	1.6	-1.0	0.0	-1.6	-3	7	0.3
CCN(CC)C(=O)c1ccc(NS(=O)(=O)c2ccccc2)cc1	1	-3	-1	-2.3	0.0	1.4	-1.7	-0.9	4	2	-0.8
CCCCN1CNC(=S)N(CCc2ccc(OCC)c(OCC)c2)C1	5	-4	19	-0.3	-1.2	-0.5	-2.2	-1.1	-8	9	0.2
CCC(C(=O)NCc1ccc(C)cc1)c1ccccc1 (stereo not given)	-4	0	-1	0.4	-0.6	-1.3	-0.4	-1.4	7	2	-0.3

Ordered by formula weight (lowest first): part of the list above.
SMILES	GC-A act	SMARCA2 act	sPLA2-III inh	GAA850 FXN act	DAX1 inh-1	hgDAF-12 ag	hcDAF-12 act	ssDAF-12 act	ADAM10 inh	GC-B act	DAX1 inh-2
CCC(C(=O)NCc1ccc(C)cc1)c1ccccc1 (stereo not given)	-4	0	-1	0.4	-0.6	-1.3	-0.4	-1.4	7	2	-0.3
N#CC1=C(N)Oc2cc(N)ccc2C1c1ccc(F)cc1 (stereo not given)	16	-2	0	-0.3	0.1	-0.5	1.6	-1.8	-56	9	-0.2
O=P(Cc1ccccc1)(c1ccccc1)c1ccccc1	-4	-1	-4	-0.7	0.1	1.7	-1.6	-1.1	2	-3	-0.2
O=C1CC(c2ccccc2)CC(O)=C1C=NCCN1CCNCC1 (stereo not given)	-1	1	1	3.1	-0.1	-0.2	-0.1	-1.2	-11	8	0.8
CCOc1cccc(/C=N/NC(=S)NCCN2CCOCC2)c1O	7	-4	19	-3.6	-1.2	-4.1	-0.2	-1.2	-134	4	-1.7
Cn1c(CBr)c(C(=O)c2ccc([N+](=O)[O-])cc2)c(=O)n(C)c1=O	1	-3	22*	-1.6	1.7	-1.2	-0.3	-1.2	-10	-1	0.0
CCOc1ccc(-n2nc(C(=O)NC3CCCCC3)c3ccccc3c2=O)cc1	0	-3	4	0.0	0.7	-3.3	3.0	-0.3	0	1	-0.3
CC1(C)CC(=O)c2cc(N=C/C(C(=O)c3ccccc3)=C(\O)c3ccccc3)c(=O)oc2C1	-4	1	-2	2.4	5.1*	14*	1.3	0.1	-6	-4	0.6
CCCCSC1(SCCCC)N=C(N)C2(C#N)C(c3ccccc3)NC(C)=CC12C#N (stereo not given)	-9	0	5	0.2	0.0	0.6	1.4	-0.9	-227	-1	-0.3
CCOc1ccc2c(c1)C(N(CCN1CCOCC1)C(=O)Nc1ccc(OC)cc1OC)CC(C)(C)O2 (stereo not given)	-13	-3	6	-0.2	2.5	-1.4	0.3	-1.3	-11	-8	-0.2
